Source: PubChem BioAssay (several laboratories)
MEP2-GFP yeast = yeast TOR pathway MEP2-GFP modulation; S. cerevisiae MEP2-GFP strain, flow cytometry GFP, 3 h; 100% = DMSO control level; GFP response vs DMSO, % at 10 µM; 0.51% of 330,000 active; AID 2016;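 active means GFP response versus DMSO above a set limit, roughly screen mean plus 3 SD, cut at about 180% in these data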;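 further: median GFP fluorescence of the barcode-gated MEP2-GFP cells per well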
procasp3 activ = activators of human procaspase-3; P42574; recombinant procaspase-3 D3A, Ac-DEVD-pNA absorbance 405 nm; activation, % at 8.5 µM; 0.11% of 330,000 active; AID 463141;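 active means activation above the mean of all tested compounds plus 3 SD, cut at about 21% in these data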;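 further: 0% = DMSO alone and 100% = DMSO wells spiked with extra 5 µM PC-3 D3A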
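Test system: Procaspase-3 D3A mutant; medium: Zinc-free HEPES/NaCl buffer with 0.01% Triton X-100 at pH 7.4; reagent: DEVD-pNA substrate; doses: one concentration, 8.5 µM nominal, 0.8% DMSO; times: 1 h preincubation plus 2 h reaction at 25 °C; signal: Epi-absorbance at 405 nm of released p-nitroaniline, 0 and 120 min; replicates: singlicate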
AHR activator = human AHR activation. AHR-responsive luciferase reporter cells, luminescence. activation, % at 5 µM. 2.5% of 320,000 active; in the data active means activation above about 47%;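 further: 0% = vehicle wells and 100% = reference agonist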
Target sequence (P35869 whole entry, looked up): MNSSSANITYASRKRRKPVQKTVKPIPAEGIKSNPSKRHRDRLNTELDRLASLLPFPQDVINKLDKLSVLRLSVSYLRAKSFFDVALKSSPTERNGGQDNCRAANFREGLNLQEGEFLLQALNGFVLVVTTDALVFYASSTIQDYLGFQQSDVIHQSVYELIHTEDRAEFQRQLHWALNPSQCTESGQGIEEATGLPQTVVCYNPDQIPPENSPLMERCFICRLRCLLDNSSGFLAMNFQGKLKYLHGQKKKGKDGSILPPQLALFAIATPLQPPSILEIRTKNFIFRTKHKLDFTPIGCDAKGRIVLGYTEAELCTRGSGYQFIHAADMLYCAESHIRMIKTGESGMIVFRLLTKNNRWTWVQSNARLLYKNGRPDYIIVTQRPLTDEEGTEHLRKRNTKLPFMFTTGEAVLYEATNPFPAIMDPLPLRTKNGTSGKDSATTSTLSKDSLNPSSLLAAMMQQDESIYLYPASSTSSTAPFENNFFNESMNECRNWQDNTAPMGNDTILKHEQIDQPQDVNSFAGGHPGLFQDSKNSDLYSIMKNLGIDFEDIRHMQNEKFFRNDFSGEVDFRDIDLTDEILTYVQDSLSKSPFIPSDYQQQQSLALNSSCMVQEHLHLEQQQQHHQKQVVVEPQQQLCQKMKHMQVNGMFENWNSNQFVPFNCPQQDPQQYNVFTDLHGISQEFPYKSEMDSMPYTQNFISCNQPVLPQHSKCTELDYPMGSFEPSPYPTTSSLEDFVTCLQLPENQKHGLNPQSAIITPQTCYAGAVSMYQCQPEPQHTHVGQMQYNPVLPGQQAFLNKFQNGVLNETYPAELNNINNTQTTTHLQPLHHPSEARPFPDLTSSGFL
RPL19A-GFP yeast = yeast TOR pathway RPL19A-GFP modulation; S. cerevisiae RPL19A-GFP strain, flow cytometry, 3 h; hits give low values; 0.3% of 330,000 active; percent response vs DMSO, % at 10 µM;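 active means percent response vs DMSO below 50%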;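 further: median channel GFP fluorescence of the barcoded RPL19A-GFP strain; ratio of sample median GFP to plate DMSO average so 100% = DMSO; lower means less RPL19A-GFP as with rapamycin TOR inhibition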
proCasp7 act = counter-screen for procaspase-3 activators: activators of human procaspase-7 | recombinant procaspase-7, Ac-DEVD-pNA absorbance 405 nm; D23A/D198A/D206A triple mutant, cannot self-cleave; scale: DMSO 0, 5 µM enzyme 100 | 0.093% of 330,000 active | AID 463210 | activation, % at 8.5 µM | P55210;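 active means percent activation above the screen-wide mean plus 3 SD, cut at about 25% in these data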
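System: Procaspase-7 triple mutant (PC-7 D3A); measure: % activation from two-timepoint absorbance difference, scaled to controls; times: 1 h compound preincubation, 2 h substrate cleavage, 25 °C; also added: Ac-DEVD-pNA substrate, 400 µM as added; measured by: Epi-absorbance of released pNA at 405 nm, two timepoints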
LAP4 TOR yeast = yeast TOR pathway LAP4-GFP modulation; S. cerevisiae LAP4-GFP multiplex, flow cytometry GFP, 3 h; median GFP as percent of DMSO wells; GFP response vs DMSO, % at 10 µM; 0.34% of 320,000 active; AID 2023;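 active means GFP response vs DMSO above a set limit, about the screen mean plus 3 SD, cut at about 150% in these data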
AGP1 TOR yeast = alters AGP1-GFP fluorescence in TOR pathway yeast screen | S. cerevisiae AGP1-GFP multiplex flow cytometry, 3 h; GFP as percent of DMSO wells | GFP response vs DMSO, % at 10 µM | 0.02% of 320,000 active | AID 2066;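 active means GFP response relative to DMSO above a set limit, near screen average plus 3 SD, cut at about 150% in these data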;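 further: median GFP channel fluorescence of the gated AGP1 strain per well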
CIT2 TOR yeast = yeast TOR pathway CIT2-GFP modulation. AID 2029. 0.065% of 320,000 active. GFP response vs DMSO, % at 10 µM. S. cerevisiae CIT2-GFP strain, flow cytometry, 3 h; 100 means same as DMSO wells;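 active means GFP response relative to DMSO above a set limit, near the screen mean plus 3 SD, cut at about 150% in these data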;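 further: ratio of well median GFP fluorescence to mean of DMSO wells on the plate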
Starred values were filed as active, the others as inactive; · = not tested or not shown.

item	SMILES	MEP2-GFP yeast	procasp3 activ	AHR activator	RPL19A-GFP yeast
1	S=C(NCc1ccc(Cl)cc1)Nc1ccccc1Cl	102	-1	1	96
2	CC(=O)Nc1ccc2c(c1)C(=O)N(c1cccc3ccccc13)C2=O	106	2	-1	100
3	CCN(CC)C(=O)c1[nH]cnc1C(=O)NCCCCCNC(=O)OC(C)(C)C	97	7	0	100
4	COc1ccc(N2CCN(C(=O)Cn3nnc(-c4ccccc4N)n3)CC2)cc1	103	2	1	100
5	COc1cc2c(cc1OC)C(NC(=O)C(F)(F)F)C/C2=N\O (stereo not drawn)	98	0	1	99
6	COc1ccc(-c2nnnn2C(C)C)cc1	96	9	-2	98
7	Cc1ccc(-c2nc(Nc3cccc(O)c3)c3ccccc3n2)cc1	108	2	31	98
8	COc1ccccc1CNC(=O)C1CCC(CNc2c(N3CCOCC3)c(=O)c2=O)CC1 (stereo not drawn)	89	0	1	99
9	CC(C)CCNC(=O)c1ccc2c(SCC(=O)O)c3c(nc2c1)CCCC3	102	5	-1	101
10	O=C(O)c1ccc(-n2c(-c3cc(C4CC4)[nH]n3)n[nH]c2=S)cc1	99	0	-1	98
11	CC(=O)Nc1ccc(NC(=O)C(C)OC(=O)c2ccccc2Sc2ccccc2C#N)cc1 (stereo not drawn)	97	3	2	100
12	O=C(CC(c1ccccc1)c1ccccc1)Nc1ccncc1	98	5	3	102
13	Cc1ccc(N(Cc2cc3ccccc3[nH]c2=O)C(=O)c2ccco2)c(C)c1	95	-4	2	95
14	O=C(Nc1nnc(C2CCCO2)s1)c1ccc(Br)cc1 (stereo not drawn)	114	0	19	101
15	CCOC(=O)C1=C(C)N=c2s/c(=C/c3ccc(OCC(=O)O)cc3)c(=O)n2C1c1ccc(F)cc1 (stereo not drawn)	98	-13	0	103

item	proCasp7 act	LAP4 TOR yeast	AGP1 TOR yeast	CIT2 TOR yeast
1	1	98	88	97
2	10	101	96	103
3	3	103	98	96
4	0	101	100	77
5	5	102	104	102
6	11	103	105	88
7	11	97	90	95
8	-2	98	92	82
9	-2	90	95	99
10	1	104	104	100
11	1	101	98	96
12	10	108	109	106
13	2	92	101	106
14	13	107	107	108
15	-5	84	91	99

Later entries
item	SMILES	MEP2-GFP yeast	procasp3 activ	AHR activator	RPL19A-GFP yeast
16	CC(=O)c1cccc(NC(=O)c2ccc(OCc3c(C)noc3C)cc2)c1	99	-1	-2	99
17	N#Cc1ccc(Cn2c(-c3ccc(F)cc3)noc2=O)cc1	107	-2	10	104
18	CC(=O)Nc1ccc(Oc2ccc3c(c2)C(=O)NC3=O)cc1	98	4	-5	101
19	COc1ccccc1CN1CC(C(=O)NCCn2nc(C)cc2C)CCC1=O (stereo not drawn)	93	·	·	104
20	CCOCC(=O)NCc1ccc2c(c1)cc(C)n2C	99	-9	1	102
21	CCc1nn(C(C)C(=O)NCCN2CCCCCC2)c(=O)c2cc3occc3n12 (stereo not drawn)	105	7	2	100
22	O=C(NCc1cc(C(F)(F)F)cc(C(F)(F)F)c1)C1CC(c2ccc(C(F)(F)F)cc2)=NO1 (stereo not drawn)	101	2	1	105
23	CCNC(=S)N1CCCC(C(N)=O)C1 (stereo not drawn)	93	5	0	89
24	Cc1ccc(CN(C(=O)C(F)(F)F)C(C(=O)NC2CCCCC2)c2ccco2)cc1 (stereo not drawn)	95	5	-1	104
25	Cn1c(NC(=O)/C=C/c2ccco2)cc(=O)n(C)c1=O	105	2	40	109
26	COCCN(C(=O)COC(=O)CCc1c[nH]c2ccccc12)c1c(N)n(Cc2ccccc2)c(=O)[nH]c1=O	103	1	5	99
27	Cc1ccc(OCCC(=O)OC(C)C(=O)NC2CC2)cc1 (stereo not drawn)	105	5	2	97
28	COc1ccc(NC(=O)NNC(=O)COc2ccc3cc(Br)ccc3c2)cc1OC	112	-3	13	100
29	COc1ccccc1NC(=O)CN1C(=O)NC2(CCCc3ccccc32)C1=O (stereo not drawn)	106	8	0	100
30	Cc1ccc(S(=O)(=O)N2CCN(CC(=O)N/N=C\c3ccncc3)CC2)cc1	97	7	0	97

item	proCasp7 act	LAP4 TOR yeast	AGP1 TOR yeast	CIT2 TOR yeast
16	-5	117	99	100
17	3	97	102	101
18	-5	89	100	94
19	·	67	89	96
20	0	101	105	108
21	-2	107	101	112
22	-2	96	104	106
23	4	86	93	88
24	-8	106	99	80
25	-9	88	102	108
26	3	112	107	98
27	7	112	105	94
28	2	92	94	104
29	12	111	101	106
30	6	101	105	101

Gathered by group, those above with an aryl methoxy group.
item	SMILES	MEP2-GFP yeast	procasp3 activ	AHR activator	RPL19A-GFP yeast
4	COc1ccc(N2CCN(C(=O)Cn3nnc(-c4ccccc4N)n3)CC2)cc1	103	2	1	100
5	COc1cc2c(cc1OC)C(NC(=O)C(F)(F)F)C/C2=N\O (stereo not drawn)	98	0	1	99
6	COc1ccc(-c2nnnn2C(C)C)cc1	96	9	-2	98
8	COc1ccccc1CNC(=O)C1CCC(CNc2c(N3CCOCC3)c(=O)c2=O)CC1 (stereo not drawn)	89	0	1	99
19	COc1ccccc1CN1CC(C(=O)NCCn2nc(C)cc2C)CCC1=O (stereo not drawn)	93	·	·	104
28	COc1ccc(NC(=O)NNC(=O)COc2ccc3cc(Br)ccc3c2)cc1OC	112	-3	13	100
29	COc1ccccc1NC(=O)CN1C(=O)NC2(CCCc3ccccc32)C1=O (stereo not drawn)	106	8	0	100

item	proCasp7 act	LAP4 TOR yeast	AGP1 TOR yeast	CIT2 TOR yeast
4	0	101	100	77
5	5	102	104	102
6	11	103	105	88
8	-2	98	92	82
19	·	67	89	96
28	2	92	94	104
29	12	111	101	106

The results go on:
item	SMILES	MEP2-GFP yeast	procasp3 activ	AHR activator	RPL19A-GFP yeast
31	CCOc1cc(/C=C2/N=C(c3ccc(C(C)(C)C)cc3)OC2=O)cc(Cl)c1OS(C)(=O)=O	103	-4	3	96
32	CCc1cc(=O)oc2c(C)c(OC(C)C(=O)NCCCn3ccnc3)ccc12 (stereo not drawn)	103	2	5	101
33	COc1ccc(NS(=O)(=O)c2cccc(C(=O)NNC(=O)CNC(=O)c3ccc(C)cc3)c2)cc1	94	4	1	103
34	O=C(NCCO)c1cc([N+](=O)[O-])cc2c1C=Cc1ccccc1O2	102	-1	5	106
35	O=C(COc1ccc(Oc2ccccc2)cc1)NCc1cn2ccccc2n1	92	5	-2	98
36	COc1ccc(CCNC(=O)CCNC(=O)c2ccc(Cl)cc2)cc1OC	108	2	0	104
37	C[C@@H]1CN([C@@H](C)CO)C(=O)c2cccc(NS(C)(=O)=O)c2O[C@H]1CN(C)Cc1ccc(Oc2ccccc2)cc1	94	-1	0	92
38	O=C(C1CC1)N1N=C(c2ccccc2)CC1(O)C(F)(F)F (stereo not drawn)	104	-6	1	97
39	Cn1cc(CNCc2cnc3ccccn23)c(-c2ccc(Oc3ccccc3)cc2)n1	102	4	2	101
40	O=S(=O)(c1ccccc1F)N1CCN(CCOc2ccccc2)CC1	106	1	-1	102
41	Cc1ccccc1-c1nc(CN2CCC(C(=O)NCCN3CCOCC3)CC2)c(C)o1	108	3	3	105
42	CCN(CC)Cc1c(NC(=O)c2ccccc2)sc(C)c1C	101	-10	65*	95
43	O=C(CN1C(=O)S/C(=C\C=C\c2ccccc2)C1=O)Nc1ccc(O)cc1	83	2	-3	101
44	O=C(CNC(=O)c1ccco1)OCc1cccc(Cl)c1	95	0	0	97
45	CCC(C(=O)OCC(=O)Nc1ccc(C(=O)Nc2ccc(OC)cc2)cc1)c1ccccc1 (stereo not drawn)	103	3	8	104

item	proCasp7 act	LAP4 TOR yeast	AGP1 TOR yeast	CIT2 TOR yeast
31	1	93	92	100
32	-5	101	100	106
33	2	122	116	101
34	-3	98	96	93
35	10	99	93	88
36	-1	99	103	102
37	8	114	95	92
38	2	80	91	100
39	5	91	95	104
40	-10	104	104	97
41	0	106	107	109
42	-6	108	102	88
43	7	90	95	119
44	-2	93	94	·
45	8	93	100	104

Further records follow.
item	SMILES	MEP2-GFP yeast	procasp3 activ	AHR activator	RPL19A-GFP yeast
46	Cc1cc(C)c2oc(C(=O)Nc3ccc(S(=O)(=O)N4CCC(C)CC4)cc3)cc(=O)c2c1	110	3	1	96
47	CN1CCN(Cc2c(C(=O)N/N=C/c3cccc(Br)c3)nnn2-c2nonc2N)CC1	96	2	7	102
48	Clc1ccc(-n2c(SC/C=C/c3ccccc3)nnc2-c2cccnc2)cc1	102	4	1	102
49	Cc1ccc(CC(CC(=O)NCCc2ccc3c(c2)OCO3)C(=O)O)cc1 (stereo not drawn)	105	0	-1	102
50	CCOC(=O)C1=C(C)N(C)C(=O)NC1c1ccccc1OC (stereo not drawn)	119	7	-2	106
51	COC(=O)[C@@H]1C[C@@]2(O)[C@H](O)[C@H](O)[C@H](O)C[C@H]2N1Cc1cccc2ccccc12	105	6	0	99
52	O=c1cc(N2CCN(c3ccccc3Cl)CC2)[nH]c(=O)n1Cc1ccc(F)cc1	102	-4	0	96
53	CCOC(=O)CNS(=O)(=O)c1ccc(S(=O)(=O)NC2CC2)cc1	90	7	2	93
54	Cc1ccc(NC(=O)C2CC(=O)Nc3ncnn32)cc1Cl (stereo not drawn)	101	-1	0	100
55	CCCn1c(=O)c(C(=O)N/N=C/c2ccccc2F)c(O)c2ccccc21	97	5	5	102
56	O=C(Nc1ccccc1C(=O)NCCCN1CCOCC1)c1ccc(Cl)cc1	92	-1	2	97
57	COc1cc(C2C(C#N)=C(N)Oc3cc(C)n(CCN4CCOCC4)c(=O)c32)cc(OC)c1OC (stereo not drawn)	110	-4	-1	101
58	CN(CC(=O)Nc1ccccc1C(F)(F)F)CC(=O)N1CCCCCC1	96	9	1	99
59	O=C(Nc1ccc2c(c1)OCO2)c1ccc(Br)s1	99	1	131*	106
60	O=C(NCCc1ccccc1)c1nc2nc(-c3cccs3)cc(C(F)(F)F)n2n1	107	11	77*	94
61	COc1ccc(S(=O)(=O)Nc2cc(C(=O)NC3CCCCCC3)ccc2N2CCOCC2)cc1	102	7	1	97
62	O=[N+]([O-])c1ccc(N2CCCCC2)c(-c2nn[nH]n2)c1	104	-13	-2	100

item	proCasp7 act	LAP4 TOR yeast	AGP1 TOR yeast	CIT2 TOR yeast
46	-2	110	99	103
47	5	94	97	92
48	0	104	104	103
49	-4	102	102	99
50	5	112	·	113
51	5	93	108	100
52	-3	112	106	101
53	8	79	91	99
54	4	94	91	102
55	-3	88	87	87
56	7	97	96	93
57	10	108	100	107
58	-4	93	96	93
59	-9	107	98	109
60	9	100	94	87
61	15	99	105	110
62	-7	95	96	91
